# POLK inh = qHTS for Inhibitors of Polymerase Kappa. AID 588579, 2011. purified Pol kappa, fluorescent DNA synthesis assay, 10 min. Potency, µM (doses to about 107 µM), for inactives: top-dose activity, negative = inhibition, most hits filed as inhibitors. DNA polymerase kappa (Homo sapiens), Q9UBT6. 400,000 compounds, 0.53% hits; also: potency is read from the fitted curve at half-maximal effect; % is scaled to controls: 0 for no effect and ±100 for the full control effect
#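 Activity was followed as the change in fluorescence between reads at 0 and 10 min after starting the reaction with 50 nM substrate. Beforehand, 10 nM polymerase had been preincubated with compound for 15 min at room temperature.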
# Pol eta inh = qHTS for Inhibitors of Polymerase Eta. DNA polymerase eta (Homo sapiens), Q9Y253. recombinant Pol eta, fluorescent DNA replication assay. Potency, µM (series often up to 114 µM), for inactives: top-dose activity change, negative = inhibition, most hits filed as inhibitors. 390,000 compounds, 1.2% hits; also: potency is read from the fitted curve at half-maximal effect; % is scaled to controls: 0 for no effect and ±100 for the full control effect
# Target sequence (Q9Y253 whole entry, looked up): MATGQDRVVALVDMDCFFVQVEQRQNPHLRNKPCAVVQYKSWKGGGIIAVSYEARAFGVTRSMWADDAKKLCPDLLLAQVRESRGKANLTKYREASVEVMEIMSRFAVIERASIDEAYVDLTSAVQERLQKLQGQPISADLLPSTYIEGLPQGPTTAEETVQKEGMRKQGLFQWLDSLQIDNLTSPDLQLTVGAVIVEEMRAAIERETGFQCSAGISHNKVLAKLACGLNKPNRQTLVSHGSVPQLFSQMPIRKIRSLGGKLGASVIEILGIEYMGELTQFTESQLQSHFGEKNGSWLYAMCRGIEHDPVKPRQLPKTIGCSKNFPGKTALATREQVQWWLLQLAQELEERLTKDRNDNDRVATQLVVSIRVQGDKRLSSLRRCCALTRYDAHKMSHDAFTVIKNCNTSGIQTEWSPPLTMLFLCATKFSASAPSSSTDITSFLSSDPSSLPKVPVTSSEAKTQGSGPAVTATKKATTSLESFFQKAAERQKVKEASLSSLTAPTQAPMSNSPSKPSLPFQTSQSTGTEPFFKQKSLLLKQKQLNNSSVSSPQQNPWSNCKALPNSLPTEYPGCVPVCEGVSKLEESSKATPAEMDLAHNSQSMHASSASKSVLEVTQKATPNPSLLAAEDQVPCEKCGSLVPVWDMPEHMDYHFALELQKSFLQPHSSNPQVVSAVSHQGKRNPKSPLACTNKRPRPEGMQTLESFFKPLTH
#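 Fluorescent replication assay: 50 nM final substrate added after a 15 min room-temperature compound preincubation with 10 nM enzyme. Signal taken at 0 min and again at 10 min.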
# Anesthetic bind = qHTS Assay for Identification of Novel General Anesthetics | apoferritin/1-aminoanthracene competitive binding, fluorescence | Ferritin light chain (Equus caballus), P02791 | AID 485281, 2010 | 350,000 compounds, 0.074% hits | Potency, µM (top dose mostly 77.5 µM), inactives show top-dose activity change, negative = displacement, actives largely listed as inhibitors; also: potency is read from the fitted curve at half-maximal effect; % is scaled to controls: 0 for no effect and ±100 for the full control effect; nearly all actives have a fitted effect of over 20% in size
#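 Apoferritin-based anesthetic binding model; compound displacement of fluorescent 1-AMA measured as endpoint fluorescence after 10 minutes at room temperature, scaled to free-ligand and complex controls.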
# Glioma ERSR ind = qHTS for Inducers of the Endoplasmic Reticulum Stress Response (ERSR) in Human Glioma: qHTS; U87-MG GRP78 promoter luciferase reporter, 16 h; Potency, µM, for the others: at the highest dose activation, most hits filed as activators; 420,000 compounds, 0.02% hits; AID 602332, 2012; also: potency is read from the fitted curve at half-maximal effect; series mostly up to about 76 µM; % of control where 0% means no effect; nearly all actives have a fitted effect of over 35% in size
#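 Stably transfected U87-MG human glioma cells carrying a GRP78-based luminescent sensor were seeded at 1000 cells/well, pin-dosed with compounds and incubated 16 h. Luciferase reagent was then added, and end-point luminescence was read after 10 min at room temperature.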
# POLI inh = qHTS for Inhibitors of Polymerase Iota; DNA polymerase iota (Homo sapiens), Q9UNA4; Pol iota fluorescent replication assay, 10 min; Potency, µM (doses to about 115 µM), inactives show at the top dose activity, negative = inhibition, hits mostly inhibitors; 390,000 compounds, 1% hits; AID 588590, 2011; also: potency is read from the fitted curve at half-maximal effect
#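 Fluorescent replication assay read twice, at 0 min and 10 min after adding 50 nM (final) substrate. Enzyme (10 nM) and compounds were first incubated 15 min at room temperature; enzyme-free buffer wells were negative controls.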
# APEX1 inh = qHTS Assay for Inhibitors of the Human Apurinic/apyrimidinic Endonuclease 1 (APE1) | recombinant APE1, TAMRA/BHQ-2 abasic DNA cleavage fluorescence | Potency, µM (highest dose often 65.8 µM), for the others: at the top dose activity change, negative = inhibition, most hits filed as inhibitors | 350,000 compounds, 0.35% hits;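 also: potency is read from the fitted curve at half-maximal effect; plate controls were vehicle for no effect and reference inhibitor for full effect; nearly all actives have a fitted effect of over 55% in size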
# Target sequence (P27695 whole entry, looked up): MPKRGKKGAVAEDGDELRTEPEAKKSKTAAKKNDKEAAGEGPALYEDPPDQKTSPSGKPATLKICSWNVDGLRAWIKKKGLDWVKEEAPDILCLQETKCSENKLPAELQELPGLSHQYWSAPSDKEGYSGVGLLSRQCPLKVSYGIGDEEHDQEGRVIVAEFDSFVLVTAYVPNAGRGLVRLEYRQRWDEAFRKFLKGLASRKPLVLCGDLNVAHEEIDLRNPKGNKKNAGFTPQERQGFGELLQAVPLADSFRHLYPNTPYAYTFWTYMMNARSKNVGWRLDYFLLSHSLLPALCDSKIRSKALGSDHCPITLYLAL
#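 Enzyme (0.75 nM final) and test compound are incubated 15 min at room temperature before adding 50 nM quenched THF abasic-site duplex. Cleavage dequenches TAMRA, followed at 525/598 nm over three reads one minute apart.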
# POLB inh = qHTS Assay for Inhibitors of DNA Polymerase Beta | 340,000 compounds, 1.3% hits | P06746 | Potency, µM (titrated, usually from 114 µM), for the others: at the top dose activity change, negative = inhibition, hits mostly inhibitors | Pol beta primer extension/strand displacement, fluorescence kinetic; also: potency is read from the fitted curve at half-maximal effect; % is scaled to controls: 0 for no effect and ±100 for the full control effect
#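 Reaction started by 50 nM substrate onto compound-treated Pol beta (10 nM, 15 min preincubation, room temperature); plates read at 0 min and 10 min. Normalized concentration-effect data fitted by four-parameter Hill equation.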
# LDHA block = qHTS assay for inhibitors of human lactate dehydrogenase; L-lactate dehydrogenase A chain (Homo sapiens), P00338; activity change, % (values are at about 110 or 230 µM); AID 1347041, 2019; purified LDHA, NADH/diaphorase-resazurin fluorescence; active compounds read low; 480,000 compounds, 0.15% hits; in the data active = activity change below about -30%; inconclusive = mostly about -25% to -30%;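 also: plate controls were DMSO wells for no effect and wells without enzyme for full effect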
#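 Resorufin fluorescence (ex540/em590), read at 0 and 20 min after diaphorase/resazurin addition, reports the NADH left after a 5 min room-temperature reaction of 2 nM human LDH5 with 0.06 mM NADH and 0.2 mM pyruvate.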
# BLM inh = qHTS Assay for Inhibitors of Bloom's syndrome helicase (BLM). recombinant BLM DNA unwinding, fluorescence dequenching. Potency, µM (titrated, usually from 56.1 µM), for the others: at the top dose activity change, negative = inhibition, usual class: inhibitors. AID 2528, 2010. RecQ-like DNA helicase BLM (Homo sapiens), P54132. 350,000 compounds, 0.2% hits;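 also: potency is read from the fitted curve at half-maximal effect; plate controls were vehicle for no effect and no enzyme for full effect; nearly all actives have a fitted effect of over 35% in size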
# An asterisk follows results filed as active; ? = inconclusive; . = no result given; & = joins results of further samples; [ ] = remark or other dose. Unless noted, calls follow the shape of the dose curve; as a rule, active = well fitted curve in the direction sought with a large enough effect; inconclusive = small, poorly fitted or top-dose-only effect, or another doubt; inactive = no such curve, though single readings can be large; an effect the other way counts as inactive or inconclusive.
SMILES,POLK inh,Pol eta inh,Anesthetic bind,Glioma ERSR ind,POLI inh,APEX1 inh,POLB inh,LDHA block,BLM inh
O=C(CCn1c(=O)c2ccccc2n(CC(=O)Nc2ccc(F)cc2)c1=O)NCCc1ccccc1,3.3%,0.6%,2.8%,-1.2%,10.4%,.,11.1%,-8.1,-1.4%
CC(C)c1nc2sc3c(=O)[nH]cnc3c2c2c1CCCC2,-1.7%,-13.1%,-0.9%,11.3%,35.3%[activator],-3.2%,8.6%,-1.9,-6.0%
Cc1ccc2c(c1)N(CCCC(=O)NCCCN1CCCC1=O)C(=O)CO2,0.7%,-20.4%,4.2%,-3.1%,28.2%,-1.2%,-5.7%,-10.0,-0.1%
CCC(=O)Nc1nnc(S(=O)(=O)N(CC)c2cc(C)cc(C)c2)s1,0.3%,-12.4%,1.9%,1.9%,142.8%[activator],3.0%,36.6%,-2.6,-3.6%
Cc1ccc2oc(C(=O)N3CCN(CC(=O)NC(C)C)CC3)c(C)c2c1,-2.0%,-2.5%,-4.9%,-1.2%,39.0%[activator],21.8%,-0.3%,-2.0,-1.3%
CCCOc1ccc(C2C(C(=O)c3ccco3)=C(O)C(=O)N2CCN2CCOCC2)cc1OC (stereo unspecified),.,.,-12.9%,.,.,-3.3%,8.7%,.,-0.5%
CSCCC(NC(=O)c1ccc(Cl)cc1)C(=O)OCC(=O)c1ccc[nH]1 (stereo unspecified),-10.3%,-22.2%,-10.8%,4.5%,-4.7%,-3.3%,-1.8%,-2.9,-1.1%
O=C(NC1CCN(S(=O)(=O)c2cccc(Cl)c2)CC1)C1CCCCC1,-2.7%,0.6%,-3.3%,4.3%,4.9%,41.2%[activator],27.1%,-17.3,-1.2%
CC1(CN2CCC(n3c(=O)[nH]c4ccccc43)CC2)OCc2ccccc2-n2cccc21 (stereo unspecified),-3.0%[19.4 µM],.,-8.2%,?,.,-5.5%,.,.,-2.9%
O=C(COC(=O)c1c(Cl)ccc(Cl)c1Cl)NC(=O)NCc1ccccc1,-10.4%,-10.2%,7.2%,-1.6%,-1.3%,-28.3%,3.9%,-3.5,-4.3%
COc1ccc(CCN=C(N)NS(=O)(=O)c2ccc(F)cc2)cc1,-10.5%,-10.1%,0.6%,-2.7%,57.8%[activator],-10.8%,-1.1%,-12.6,-3.7%
Brc1cc2c(cc1-c1nc3ccccc3s1)OCO2,2.0%,-12.8%,-7.4%,-2.3%,15.0%,49.6%[activator],-22.5%,-3.9,-2.9%
CCOc1ccc(NC(=O)CN(C)C(=O)CCc2ccccc2Cl)cc1OCC,-8.6%,-14.5%,-19.9%,3.3%,13.7%,27.7%,15.9%,-5.4,-3.2%
COc1ccccc1N1CCN(C(=O)c2ccc(N3CCCCS3(=O)=O)cc2)CC1,-19.1%,-6.3%,8.0%,-6.5%,10.7%,5.6%,42.9%,-10.0,-1.3%
O=C1CCN(Cc2cccnc2)CCN1[C@H](CO)c1ccccc1,-7.7%&-31.5%,-17.4%,-7.0%,2.1%&-3.4%,25.9%&-13.3%,24.3%,33.9%,-4.5,-0.6%
O=C(c1cc(-c2cccc3ccccc23)nc2ccccc12)N1CCN(CCO)CC1,-10.2%,-1.0%,.,-2.2%,?,37.4%,.,-1.7,.
O=C(C1CCCN(Cc2cccc(F)c2)C1)N1CCCCC1 (stereo unspecified),-4.4%,-9.7%,-5.8%,-0.6%,13.0%,1.6%,0.3%,-22.3,-3.7%
Cc1cccc(OC(=O)c2sc3ncn(C)c(=O)c3c2C)c1,-4.8%,-10.2%,?,4.0%,-19.3%,1.9%,2.3%,-2.1,-3.8%
Cc1ccc(NC(=O)CNC(=O)Cc2cccc3ccccc23)c(O)c1,-3.3%,-9.8%,.,-0.3%,20.6%,18.5%,.,-0.7,.
CNC(=S)NNC(=O)c1sccc1OCc1ccc(Cl)cc1Cl,-4.0%,-9.7%,-14.9%,-3.3%,-1.4%,0.9%,4.1%,-3.6,-1.1%
Cc1ccccc1-c1nc(CS(=O)(=O)CC(=O)NCCCN2CCCC2=O)c(C)o1,3.3%,-7.3%,1.4%,-0.5%,-0.1%,0.1%,4.1%,-1.7,1.5%
Cc1cc(C(=O)N/N=C/c2cccnc2)cs1,-15.8%,-13.4%,-9.8%,2.0%,7.7%,-1.9%,41.2%,-1.6,0.8%
Cc1cc(NC(=O)c2ccc(Cl)cc2Cl)n(-c2ccccc2)n1,-9.4%,1.7%,.,-1.1%,12.4%,5.3%,.,-15.0,.
Cc1cccc(-n2c(=S)[nH]c3c(oc4ccccc43)c2=O)c1,-13.4%,-9.2%,0.9%,-1.5%,?,3.1%,34.5%,-0.1,-0.8%
Cc1c(-c2ccccc2)[n+](=O)c2c(n1[O-])CCCCC2,-20.2%,-5.4%,-5.9%,2.3%,19.5%,6.9%,6.1%,-3.3,-0.9%
CCN1CCN(Cc2c(O)ccc3cc(-c4ccc(OC)cc4)c(=O)oc23)CC1,-0.4%[60.1 µM],-21.0%,.,2.8%,-8.5%,.,8.1%,2.8,-0.5%
COc1cc(C(CC(=O)N2CCOCC2)c2c(OC)cc(OC)c3c(-c4ccccc4)cc(=O)oc23)cc(OC)c1OC (stereo unspecified),-8.9%,.,-6.7%,-4.5%,-9.7%,11.1%,.,.,2.8%
CN(C)CCCN(C(=O)c1ccc(S(=O)(=O)N2CCc3ccccc3C2)cc1)c1nc2ccc(F)cc2s1,-11.9%,-18.7%,?,-13.9%,63.5%[activator],8.5%,?,-0.2,-2.5%
COc1ccc(CN(C(=O)/C=C/c2ccccc2Cl)C2CCS(=O)(=O)C2)cc1 (stereo unspecified),-4.6%,-4.0%,2.8%,8.8%,-19.5%,-5.9%,4.7%,-13.4,-6.7%
Cc1ccc(CNC(=O)Cn2c(=O)c3sccc3n(Cc3ccc([N+](=O)[O-])cc3)c2=O)cc1,-2.1%,-1.8%,7.6%,-5.5%,-11.1%,0.2%,2.1%,-4.0,-2.7%
Cc1ccc(-n2cc(CNCCCn3cccn3)c(-c3cccc(C)c3)n2)cc1,-12.3%,-16.2%,-5.2%,-10.5%,-14.1%,1.1%,?,-2.5,0.0%
CCCCOc1cccc(C2(C(=O)O)CCCC2)c1,-8.2%,-4.9%,-4.3%,-0.2%,12.8%,-0.1%,-0.4%,-8.1,-1.1%
O=C(Nc1ccccc1C(=O)N1CCCC1)c1ncoc1-c1cccc(Cl)c1,-6.2%,-26.4%,-20.5%,2.3%,79.3%[activator],54.7%[activator],3.7%,-0.2,-1.3%
Cn1c(C(=O)NCCN2CCc3ccccc3C2)cc2c(=O)n(C)c3ccccc3c21,-39.7%,-1.4%,?,0.7%,?,-4.8%,?,2.9,92.7%[activator]
CCCN1CCC(=O)N([C@H](COc2ccccc2)CC(C)C)CC1,-0.6%&-3.8%,-16.2%,-13.0%,1.2%&1.8%,11.0%&3.3%,-8.6%,51.8%,0.3,-0.9%
C/C(=N/NC(=O)CCc1ccccc1)c1ccc2c(c1)OCO2,-10.2%,-6.5%,-15.2%,1.5%,-3.5%,-3.6%,10.1%,-11.2,-1.8%

# Record cards (already shown). Order of screens: POLK inh | Pol eta inh | Anesthetic bind | Glioma ERSR ind | POLI inh | APEX1 inh | POLB inh | LDHA block | BLM inh
# Cc1ccc(-n2cc(CNCCCn3cccn3)c(-c3cccc(C)c3)n2)cc1 is listed as -12.3% | -16.2% | -5.2% | -10.5% | -14.1% | 1.1% | ? | -2.5 | 0.0%
# COc1cc(C(CC(=O)N2CCOCC2)c2c(OC)cc(OC)c3c(-c4ccccc4)cc(=O)oc23)cc(OC)c1OC (stereo unspecified) is listed as -8.9% | . | -6.7% | -4.5% | -9.7% | 11.1% | . | . | 2.8%

# (continued)
SMILES,POLK inh,Pol eta inh,Anesthetic bind,Glioma ERSR ind,POLI inh,APEX1 inh,POLB inh,LDHA block,BLM inh
O=[N+]([O-])c1cc(C(F)(F)F)ccc1Sc1ccccn1,3.0%,-15.3%,-19.3%,-3.8%,2.2%,-2.7%,2.7%,-0.7,-7.7%
O=C1NC(Cc2ccc(O)cc2)c2nc3ccc(F)cc3c(=O)n2-c2cc(Cl)ccc21 (stereo unspecified),8.1%,-15.0%,.,1.1%,-0.4%,.,.,3.3,.
Cc1cc2n(n1)C(c1cn(-c3ccccc3)nc1C)Nc1ccccc1-2 (stereo unspecified),0.4%,4.8%,-5.0%,-1.2%,22.8%,-1.3%,27.7%,0.5,1.7%
COC(=O)CSc1nc(N)nc(C)c1Br,-4.9%,0.3%,-10.9%,0.2%,11.5%,-0.8%,22.1%,-3.6,-1.4%
COc1ccc(-n2c(-c3ccc(OC)c(OC)c3)n[nH]c2=S)cc1,9.0%,-12.7%,-13.9%,-3.3%,8.7%,17.5%,24.5%,-2.3,-1.9%
COc1cc(NS(=O)(=O)c2cc(Br)cc3c2N(C(C)=O)C(C)C3)cc(OC)c1 (stereo unspecified),-16.4%[60.1 µM],-10.9%,2.2%,-0.4%,-12.8%,.,-15.9%,3.4,2.8%
COc1cc(/C=C2\C=CC(=O)O2)cc(OC)c1,0.2%,-12.7%,3.8%,-5.5%,51.1%[activator],41.2%[activator],-14.8%,0.8,-4.5%
COc1cccc(-c2ccc(=O)n(CC(=O)Nc3ccc(S(=O)(=O)NCC(C)C)cc3)n2)c1,.,.,?,.,.,5.1%,?,.,-12.9%
CC[C@@H](C)[C@@H]1CN([C@@H](CN2CCC[C@H]2CN2C(N)=NC[C@H]2C(C)C)C(C)C)C(=N)N1CCCC1CCCC1,-26.6%,-10.2%,.,-1.9%,-4.3%,4.5%,.,-4.5,.

# Screening results deposited in PubChem BioAssay by National Center for Advancing Translational Sciences (NCATS).

# These rows are one share of the data, so the mix of outcomes need not match the whole.
